# Screening data deposited in PubChem by several laboratories.
# NR2E3 ag-1 – NR2E3 (human) agonism. GST-NR2E3/biotin-RetCOR TR-FRET, 1536-well. AID 2300. actives 0.12% (n = 320,000). inhibition of corepressor binding, % at 4.78 µM. Q9Y5X4;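 active = percent inhibition above the cutoff of mean plus 3 SD of all tested compounds, set per screening campaign, cut at about 20% in these data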;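 also: 0% = DMSO wells and 100% = biotin wells as full block of FRET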
# Target sequence (Q9Y5X4 whole entry, looked up): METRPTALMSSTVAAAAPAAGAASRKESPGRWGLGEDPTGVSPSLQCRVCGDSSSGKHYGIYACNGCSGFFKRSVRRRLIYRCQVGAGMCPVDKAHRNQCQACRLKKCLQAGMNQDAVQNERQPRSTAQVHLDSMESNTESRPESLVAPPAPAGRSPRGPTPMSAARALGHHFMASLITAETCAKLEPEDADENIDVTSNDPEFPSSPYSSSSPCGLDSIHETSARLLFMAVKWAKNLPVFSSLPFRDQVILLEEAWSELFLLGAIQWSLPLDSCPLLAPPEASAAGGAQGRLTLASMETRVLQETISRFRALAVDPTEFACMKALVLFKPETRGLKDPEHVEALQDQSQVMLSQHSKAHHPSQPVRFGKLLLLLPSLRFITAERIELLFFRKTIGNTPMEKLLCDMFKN
#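 Format: 1536-well format; test system: GST-NR2E3 and biotin-RetCOR proteins; read-out basis: percent inhibition of TR-FRET ratio; timing: 5 h incubation at 4 °C; detection: time-resolved FRET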
# hiPSC survival – enhancers of human iPSC single-cell survival | AID 602274 | hiPSC single-cell survival, ATPlite luminescence; 100% = ROCK inhibitor wells, 0% = DMSO | actives 0.044% (n = 360,000) | survival enhancement, % at 20 µM; in the data active = survival enhancement above about 18%;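 also: cells exposed to compounds for 16 hours before the ATP read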
# Peg3 prom inh – inhibitors of Peg3 promoter | actives 1.7% (n = 360,000) | HeLa PEG-Prom luciferase reporter, luminescence, overnight | AID 588405 | inhibition, % at 20 µM;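 active = inhibition of at least 50% at 20 µM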
# HIF-2a block – inhibitors of HIF-2a | 786-0 RCC cells HIF-2a reporter, luciferase luminescence, overnight | actives 0.72% (n = 360,000) | inhibition, % at 18.8 µM | AID 624352;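 active = inhibition of the luminescence signal of 40% or more relative to plate controls, in a single-dose primary screen at 18.75 µM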
# NR2E3 ag-2 – human photoreceptor-specific nuclear receptor agonism | CHO-S Gal4-NCOR/VP16-NR2E3 two-hybrid, luciferase | inhibition of corepressor binding, % at 3.98 µM | actives 0.35% (n = 360,000) | AID 602229;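 active = inhibition above the mean of all tested compounds plus 3 SD, cut at about 70% in these data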;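 also: 0% = DMSO with NR2E3 transfected cells and 100% = cells lacking NR2E3 construct; higher means lower luciferase signal from less NR2E3 corepressor binding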
# KKLEB cytotox – counter-screen for CF NF-kB inhibitors: cytotoxicity; KKLEB CF airway cells viability, ATPlite luminescence, overnight; hits give low values; cells stimulated with P. aeruginosa culture filtrate; activity change (cytotoxicity), % at 5 µM; actives 0.36% (n = 360,000);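 active = corrected activity change at or below -50% at 5 µM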
# CF NFkB inh – blocks PAF-induced NF-kB reporter in cystic fibrosis cells; KKLEB NF-kB-GFP reporter, GFP fluorescence overnight; inhibition, % at 5 µM; actives 0.86% (n = 360,000);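 active = at least 50% inhibition at 5 µM, scaled per plate between neutral and stimulator controls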;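 also: PAF is a Pseudomonas aeruginosa culture filtrate used as stimulus; plate controls were PAF-stimulated DMSO wells for no effect and unstimulated DMSO wells for full effect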
# C8 TRAIL sens – sensitizes caspase-8 expressing cells to TRAIL; inhibition (viability loss, TRAIL sensitization), % at 10 µM; actives 1% (n = 360,000); NB7+C8 cells + TRAIL, ATPlite viability luminescence;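 active = compounds causing at least 50% loss of cell viability in the single-dose screen, relative to plate controls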
# Shn3 3UTR inh – reduces Shn3 3'UTR luciferase signal in osteoblasts. Clone20 osteoblast Shn3 3'UTR firefly luciferase, 24 h. inhibition, % at 12.5 µM. actives 0.52% (n = 360,000);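 active = mean inhibition of at least 75% with every replicate also reaching 75%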;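 also: 0% = median of neutral control wells and 100% = pilot-screen positive control compound; some compounds past the cut are filed as inactive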
# EBV LMP1 NFkB – inhibitors of Epstein-Barr LMP1-induced NF-kappaB reporter; LMP1-induced NF-kappaB luciferase reporter cells, luminescence; inhibition, % at 12.5 µM; actives 0.69% (n = 350,000); AID 504558; in the data active = inhibition above about 41%;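 also: 0% = neutral control wells and 100% = reference inhibitor control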
# TRPM1 prom inh – inhibitors of MITF-driven TRPM1 promoter in melanoma cells | inhibition, % at 12.5 µM | SK-MEL-5 TRPM1 promoter luciferase, 24 h | actives 0.83% (n = 330,000);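 active = mean inhibition across replicates of 60% or more, whatever share of single replicates reaches that level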; also: values of inactives mirror those of a sister screen read the other way
# The depositor's hits bear a star; / = not tested or not shown.
# Start of the data: the first 14 records as a preview:
canonical_smiles	NR2E3 ag-1	hiPSC survival	Peg3 prom inh	HIF-2a block	NR2E3 ag-2	KKLEB cytotox	CF NFkB inh	C8 TRAIL sens	Shn3 3UTR inh	EBV LMP1 NFkB	TRPM1 prom inh
Cc1cc(N(C)C)cc(C)c1N=Nc1cc[n+]([O-])cc1	/	-1.8	-74	-90	-1	0	-34	-1	-32	-13	/
COc1ccc(N2CCN(C(=O)COC(=O)CC(NC(N)=O)c3ccc(Cl)cc3)CC2)cc1 (configuration not stated)	/	-0.4	13	12	-16	-8	2	-21	-6	-1	/
NC(=O)[C@@H]1CC2(CC(c3cccc(NC(=O)[C@H]4CCC(=O)N4)c3)=NO2)CN1C(=O)COc1ccc(Cl)cc1 (some centres not stated)	1	-2.6	9	16	12	-7	0	9	-21	2	6
O=[N+]([O-])c1cccc(P(=O)(O)c2cccc([N+](=O)[O-])c2)c1	2	-0.3	13	11	-1	7	-21	6	-3	-1	-7
COc1ccc(-n2nccc2-c2nn(-c3cccc(OC)c3)c(=O)n(C)c2=O)cc1	0	-2.5	17	18	-2	2	9	-24	11	-2	-4
O=C(CSc1nc2ccccc2c(=O)n1-c1ccc(F)cc1F)NC1CC1	/	1.8	-3	7	12	-13	-6	2	8	-5	/
O=C(Nc1ccccc1-c1ccccc1)c1ccccc1Br	0	0.1	2	17	-15	1	-21	-6	-7	3	-15
CCN1C(=O)/C(=C2\Sc3ccccc3N2CC)OC1=S	-1	-0.9	-14	-7	8	14	-7	5	20	-19	-10
Cc1ccc(S(=O)(=O)N(C)C)cc1NC(=S)NC(C)CCC(C)C (configuration not stated)	0	-0.7	25	9	3	9	-4	21	3	3	3
CCOc1ccc(OCC(=O)OCC(=O)NNC(=O)c2ccc([N+](=O)[O-])cc2)cc1	-2	0.3	2	8	-34	5	1	2	-4	-5	1
c1ccc(-c2noc(CN3CCCC(OCc4ccccn4)C3)n2)cc1 (configuration not stated)	2	0.0	-4	-6	-27	-1	-10	5	3	3	-4
CCOc1ccc(OCC)c(NC(=O)CCS(=O)(=O)c2ccc(Br)s2)c1	4	3.4	13	9	1	2	-5	-13	10	-2	-1
O=C(CCc1ccccn1)N1CCCC(Nc2cccc(F)c2)C1 (configuration not stated)	4	-0.4	-5	-5	-16	4	5	21	-1	3	-1
COc1ccc(NC(=O)c2ccc3c(=O)n4c(nc3c2)CCCCC4)cc1	-1	0.2	-54	-75	13	-2	10	-13	0	5	-16

# The listing (from the top)
canonical_smiles	NR2E3 ag-1	hiPSC survival	Peg3 prom inh	HIF-2a block	NR2E3 ag-2	KKLEB cytotox	CF NFkB inh	C8 TRAIL sens	Shn3 3UTR inh	EBV LMP1 NFkB	TRPM1 prom inh
Cc1cc(N(C)C)cc(C)c1N=Nc1cc[n+]([O-])cc1	/	-1.8	-74	-90	-1	0	-34	-1	-32	-13	/
COc1ccc(N2CCN(C(=O)COC(=O)CC(NC(N)=O)c3ccc(Cl)cc3)CC2)cc1 (configuration not stated)	/	-0.4	13	12	-16	-8	2	-21	-6	-1	/
NC(=O)[C@@H]1CC2(CC(c3cccc(NC(=O)[C@H]4CCC(=O)N4)c3)=NO2)CN1C(=O)COc1ccc(Cl)cc1 (some centres not stated)	1	-2.6	9	16	12	-7	0	9	-21	2	6
O=[N+]([O-])c1cccc(P(=O)(O)c2cccc([N+](=O)[O-])c2)c1	2	-0.3	13	11	-1	7	-21	6	-3	-1	-7
COc1ccc(-n2nccc2-c2nn(-c3cccc(OC)c3)c(=O)n(C)c2=O)cc1	0	-2.5	17	18	-2	2	9	-24	11	-2	-4
O=C(CSc1nc2ccccc2c(=O)n1-c1ccc(F)cc1F)NC1CC1	/	1.8	-3	7	12	-13	-6	2	8	-5	/
O=C(Nc1ccccc1-c1ccccc1)c1ccccc1Br	0	0.1	2	17	-15	1	-21	-6	-7	3	-15
CCN1C(=O)/C(=C2\Sc3ccccc3N2CC)OC1=S	-1	-0.9	-14	-7	8	14	-7	5	20	-19	-10
Cc1ccc(S(=O)(=O)N(C)C)cc1NC(=S)NC(C)CCC(C)C (configuration not stated)	0	-0.7	25	9	3	9	-4	21	3	3	3
CCOc1ccc(OCC(=O)OCC(=O)NNC(=O)c2ccc([N+](=O)[O-])cc2)cc1	-2	0.3	2	8	-34	5	1	2	-4	-5	1
c1ccc(-c2noc(CN3CCCC(OCc4ccccn4)C3)n2)cc1 (configuration not stated)	2	0.0	-4	-6	-27	-1	-10	5	3	3	-4
CCOc1ccc(OCC)c(NC(=O)CCS(=O)(=O)c2ccc(Br)s2)c1	4	3.4	13	9	1	2	-5	-13	10	-2	-1
O=C(CCc1ccccn1)N1CCCC(Nc2cccc(F)c2)C1 (configuration not stated)	4	-0.4	-5	-5	-16	4	5	21	-1	3	-1
COc1ccc(NC(=O)c2ccc3c(=O)n4c(nc3c2)CCCCC4)cc1	-1	0.2	-54	-75	13	-2	10	-13	0	5	-16
COc1ccc(Cl)cc1NC(=S)NCCN1CCOCC1	6	-0.6	17	11	-4	-4	-6	-5	-5	-2	10
O=C(O/N=C1\CCCc2ccccc21)c1cccc(Cl)c1	-2	-2.5	-41	-13	6	4	13	-3	-8	11	-23
CCC(C)C1Nc2ccc(C(=O)NCc3ccc4c(c3)OCO4)cc2NC1=O (configuration not stated)	-1	-0.3	7	9	-11	7	-1	-14	-1	1	9
CC1(C)CC(NC(=O)C23CCC(C)(C(=O)C2)C3(C)C)CC(C)(C)N1 (configuration not stated)	4	0.4	10	20	-11	9	16	-4	-33	0	4
Cc1ccc(C(=O)C(C)OC(=O)CCN=C2NS(=O)(=O)c3ccccc32)cc1 (configuration not stated)	2	0.5	3	-1	4	11	-14	-9	2	6	1
Cc1oc2ccc(O)cc2c1C(=O)c1ccc(Cl)cc1	-1	-0.4	-172	-166	-75	8	41	-1	-27	0	-32
O=C(NCCCN1CCN(c2cccc(Cl)c2)CC1)C1(S(=O)(=O)c2ccc(Cl)cc2)CC1	1	2.2	21	18	15	-7	5	-17	4	-1	3
CC1Cc2ccccc2N1C(=O)CO/N=C/c1ccc(OC(F)F)cc1 (configuration not stated)	1	0.4	12	0	-9	-2	-5	-5	-14	0	-1
COc1ccc(CCNCc2cc3ccc(C)cc3[nH]c2=O)cc1OC	-2	1.4	17	20	0	-3	-17	-9	73	6	3
CC(=O)c1c(C)[nH]c(C(=O)COc2ccc3c(C)cc(=O)oc3c2)c1C	0	2.3	20	10	-19	-6	14	10	5	-11	/
COC(=O)c1cccc(/C=N/NC(N)=S)c1O	-3	1.7	-20	-88	46	10	-34	11	-9	8	10
COc1ccc(S(=O)(=O)N2CCC(C(=O)NCc3ccccn3)CC2)cc1C	3	4.8	14	11	12	-6	8	3	3	-1	24
O=S(=O)(Nn1cnnc1)c1ccccc1Cl	3	0.4	2	9	-21	8	1	-4	-8	-2	2
O=c1[nH]c(O)c(C=Nc2ccc(Cl)cc2Cl)c(=O)[nH]1	/	-0.5	-7	2	-12	5	-1	-6	/	-5	-14
CCC(C(=O)NC1CCCC1)N(C(=O)Cn1nnc(-c2ccc(OC)c(OC)c2)n1)c1cccc(O)c1 (configuration not stated)	7	0.7	13	28	5	2	1	-11	6	-2	2
Cc1cccc(CN2CCN(C(=O)c3cccc4ccccc34)CC2)c1	2	-0.1	8	17	9	2	27	4	2	18	-11
CC(Sc1nnc(Nc2ccccc2)s1)C(=O)Nc1nc(-c2ccccc2)cs1 (configuration not stated)	0	-0.2	-11	-65	-13	-18	-65	36	6	4	18
NS(=O)(=O)c1ccc(NC(=O)CCC(=O)c2ccc(Cl)s2)cc1	1	-0.7	-3	6	-4	-6	-13	-9	-14	-1	7
Clc1ccc2[nH]c3c(c2c1)CNCC3	3	0.0	-3	12	-7	-10	21	-2	5	7	6
CCN(CCCNC(=O)c1cn(CC)c2ccc(S(=O)(=O)N(C)C)cc2c1=O)c1cccc(C)c1	-3	12	21	12	-10	-5	14	-10	-6	12	9
Cc1cccc(NC(=O)C2CCCN2S(=O)(=O)c2ccc(F)cc2)c1C (configuration not stated)	-2	-2.6	10	12	0	-12	4	-12	-13	-2	12
CCc1ccc(Nc2ccc(S(=O)(=O)N3CCOCC3)cc2[N+](=O)[O-])cc1	2	0.2	20	10	3	-5	5	9	-10	8	10
COc1ccc(C(=O)NC(=S)NNC(=O)c2c(-c3ccccc3)noc2C)cc1	3	3.6	14	25	-3	0	0	-3	10	16	6
CC(C)[C@H](NC(=O)OCc1ccccc1)C(=O)OCc1cc(=O)oc2cc(O)ccc12	1	0.8	17	13	8	10	18	20	4	-1	0
COc1ccc(S(=O)(=O)NCCC(=O)OCC(=O)c2ccc[nH]2)cc1[N+](=O)[O-]	-1	-0.2	-4	-3	-9	9	-4	-6	27	-11	4
O=C(Nc1ccc(N2CCN(C(=O)c3ccco3)CC2)cc1)c1ccc2c(c1)OCO2	0	-4.3	-10	11	52	5	13	8	28	7	6
CC(C)(C)c1nn2cnnc2n(/N=C/c2cccc3ccccc23)c1=O	2	-0.5	20	15	5	5	-26	8	1	-11	7
CC(C)(/C=N/NC(=O)CSCc1ccc(Cl)cc1)CCC#N	-1	-0.4	26	3	1	0	8	-2	-3	-10	11
COc1ccc(C(=O)Nc2ccc3oc(-c4cccc(Cl)c4)cc(=O)c3c2O)cc1	-1	0.9	-47	-49	-14	-22	26	6	-57	23	2

# Single records (already shown). Order of values: NR2E3 ag-1	hiPSC survival	Peg3 prom inh	HIF-2a block	NR2E3 ag-2	KKLEB cytotox	CF NFkB inh	C8 TRAIL sens	Shn3 3UTR inh	EBV LMP1 NFkB	TRPM1 prom inh
# CCN(CCCNC(=O)c1cn(CC)c2ccc(S(=O)(=O)N(C)C)cc2c1=O)c1cccc(C)c1 as listed: -3	12	21	12	-10	-5	14	-10	-6	12	9
# NS(=O)(=O)c1ccc(NC(=O)CCC(=O)c2ccc(Cl)s2)cc1 as listed: 1	-0.7	-3	6	-4	-6	-13	-9	-14	-1	7

# These rows are one share of the data; count on the stated rates, not on these rows.
